High-throughput results (PubChem BioAssay)
procasp3 activ: procaspase-3 (human) activation. P42574. recombinant procaspase-3 D3A, Ac-DEVD-pNA absorbance 405 nm. activation, % at 8.5 µM. 330,000 compounds, 0.11% hits. AID 463141;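 active = activation above the mean of all tested compounds plus 3 SD, cut at about 21% in these data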;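 note: 0% = DMSO alone and 100% = DMSO wells spiked with extra 5 µM PC-3 D3A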
Target sequence (P42574 whole entry D9A/D28A/D175A): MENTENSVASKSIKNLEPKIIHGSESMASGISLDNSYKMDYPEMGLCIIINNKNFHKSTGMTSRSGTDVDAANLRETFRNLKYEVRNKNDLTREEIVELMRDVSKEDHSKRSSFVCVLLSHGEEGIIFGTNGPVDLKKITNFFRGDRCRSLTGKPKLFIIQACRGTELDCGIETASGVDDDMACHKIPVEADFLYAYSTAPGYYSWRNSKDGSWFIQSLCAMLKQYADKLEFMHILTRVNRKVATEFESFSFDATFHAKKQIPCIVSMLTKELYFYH
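Test system: Procaspase-3 D3A mutant; medium: Zinc-free HEPES/NaCl buffer with 0.01% Triton X-100 at pH 7.4; reagent: DEVD-pNA substrate; doses: one concentration, 8.5 µM nominal, 0.8% DMSO; times: 1 h preincubation plus 2 h reaction at 25 °C; signal: Epi-absorbance at 405 nm of released p-nitroaniline, 0 and 120 min; replicates: singlicate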
CR mimetic SO: yeast age-related superoxide inhibition as caloric restriction mimetic. S. cerevisiae aged cells, superoxide DHE fluorescence; active compounds read low. superoxide response (% of plate mean), % at 10 µM. 330,000 compounds, 0.18% hits;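 active = superoxide response under a set limit, about three screen SD below normal, cut at about 65% in these data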;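 note: yeast aged for seven days with compound at 30 °C before DHE staining; 100% = average MFI of all compound-treated wells on the plate with controls excluded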
proCasp7 act: counter-screen: procaspase-7 (human) activation; P55210; recombinant procaspase-7, Ac-DEVD-pNA absorbance 405 nm; D23A/D198A/D206A triple mutant, cannot self-cleave; scale: DMSO 0, 5 µM enzyme 100; activation, % at 8.5 µM; 330,000 compounds, 0.093% hits; AID 463210;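 active = percent activation above the screen-wide mean plus 3 SD, cut at about 25% in these data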
Target sequence (P55210 whole entry D23A/D198A/D206A): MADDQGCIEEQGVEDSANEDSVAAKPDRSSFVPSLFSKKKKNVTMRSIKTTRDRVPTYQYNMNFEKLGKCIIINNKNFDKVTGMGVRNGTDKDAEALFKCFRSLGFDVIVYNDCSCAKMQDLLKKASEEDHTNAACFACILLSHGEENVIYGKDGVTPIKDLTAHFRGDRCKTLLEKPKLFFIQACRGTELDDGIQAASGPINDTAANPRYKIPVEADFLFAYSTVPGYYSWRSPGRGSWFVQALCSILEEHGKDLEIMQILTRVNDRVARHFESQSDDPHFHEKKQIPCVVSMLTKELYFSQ
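Test system: Procaspase-7 triple mutant (PC-7 D3A). Also added: Ac-DEVD-pNA substrate, 400 µM as added. Schedule: 1 h enzyme–compound preincubation and 2 h substrate reaction, both 25 °C. Signal: p-Nitroaniline absorbance at 405 nm, read at 0 and 120 min. Control set: low DMSO alone, high DMSO plus 5 µM PC-7.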
MEP2-GFP yeast: modulators of TOR pathway MEP2-GFP in S. cerevisiae; S. cerevisiae MEP2-GFP strain, flow cytometry GFP, 3 h; 100% = DMSO control level; GFP response vs DMSO, % at 10 µM; 330,000 compounds, 0.51% hits;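 active = GFP response versus DMSO above a set limit, roughly screen mean plus 3 SD, cut at about 180% in these data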;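 note: median GFP fluorescence of the barcode-gated MEP2-GFP cells per well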
LAP4 TOR yeast: modulators of TOR pathway LAP4-GFP in S. cerevisiae. S. cerevisiae LAP4-GFP multiplex, flow cytometry GFP, 3 h; median GFP as percent of DMSO wells. GFP response vs DMSO, % at 10 µM. 320,000 compounds, 0.34% hits. AID 2023;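 active = GFP response vs DMSO above a set limit, about the screen mean plus 3 SD, cut at about 150% in these data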
RPL19A TOR yeast: yeast TOR pathway RPL19A-GFP modulation | 330,000 compounds, 0.3% hits | S. cerevisiae RPL19A-GFP strain, flow cytometry, 3 h; active compounds read low | percent response vs DMSO, % at 10 µM;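 active = percent response vs DMSO below 50%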;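 note: median channel GFP fluorescence of the barcoded RPL19A-GFP strain; ratio of sample median GFP to plate DMSO average so 100% = DMSO; lower means less RPL19A-GFP as with rapamycin TOR inhibition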
GASC-1 inh: inhibitors of human GASC-1 (JMJD2C) demethylase; Q9H3R0; GST-JMJD2C(1-420) H3K9me3 demethylation, DELFIA europium; inhibition, % at 2.35 µM; 330,000 compounds, 0.069% hits; AID 2099;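 active = more than half of a compound's replicate wells show inhibition beyond 50%, single wells judged on their own value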;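 note: signal counts dimethyl H3K9 product captured on neutravidin plate; 0% = median of DMSO wells and 100% = 0.3 times that DMSO median; strong numbers were not always called active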
Target sequence (Q9H3R0 1-420 limits assumed): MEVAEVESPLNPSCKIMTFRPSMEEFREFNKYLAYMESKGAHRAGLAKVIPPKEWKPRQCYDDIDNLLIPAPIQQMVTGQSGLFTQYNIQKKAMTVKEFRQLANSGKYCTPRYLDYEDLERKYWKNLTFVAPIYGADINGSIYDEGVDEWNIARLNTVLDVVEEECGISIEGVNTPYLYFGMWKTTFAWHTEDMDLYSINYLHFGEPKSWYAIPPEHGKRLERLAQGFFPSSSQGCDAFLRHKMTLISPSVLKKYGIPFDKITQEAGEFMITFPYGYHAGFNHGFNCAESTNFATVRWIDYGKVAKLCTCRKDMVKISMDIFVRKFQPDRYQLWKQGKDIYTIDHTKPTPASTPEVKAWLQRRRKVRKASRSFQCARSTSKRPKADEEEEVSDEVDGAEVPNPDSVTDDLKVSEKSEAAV
AHR activator: activates the human aryl hydrocarbon receptor | 320,000 compounds, 2.5% hits | AID 2796 | activation, % at 5 µM | AHR-responsive luciferase reporter cells, luminescence | P35869; in the data active = activation above about 47%;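 note: 0% = vehicle wells and 100% = reference agonist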
Starred values were filed as active, the others as inactive; x = not tested or not shown; & = joins results of further samples.

SMILES	procasp3 activ	CR mimetic SO	proCasp7 act	MEP2-GFP yeast	LAP4 TOR yeast	RPL19A TOR yeast	GASC-1 inh	AHR activator
O=C(COC(=O)CCc1c[nH]c(=O)[nH]1)Nc1cccc(Cl)c1	11	100	7	96	90	94	-9	2
O=C(CNS(=O)(=O)c1ccc(Br)s1)NCC1COc2ccccc2O1 (centres undefined)	-2	114	6	106	103	103	-3	3
O=C(OCc1nnc(-c2ccccc2)o1)c1ccc(CO)cc1	4	100	0	92	112	96	7	0
Cc1ccc(OCCC(=O)O)cc1	8	114	7	106	106	113	-3	2
O=C(CN1CCc2ccccc2C1)Nc1ccccc1N1CCCCCC1	2	82	2	108	106	104	-5	8
CC(=O)Nc1cccc(N)c1	1	80	-2	92	108	104	13	4
O=C1N/C(=C/c2ccc(N3CCOCC3)o2)C(=O)N1c1ccccc1	-17	118	-19	98	98	95	1	2
CCCn1c(SCC(=O)NCCc2ccccc2)nnc1-c1ccco1	1	97	10	102	102	104	4	-5
O=C(COC(=O)Cc1ccccc1F)Nc1ccc(F)cc1F	4	107	-9	102	106	97	-1	2
CCN(CCO)C(=O)c1ccc2nc(Cc3ccc(OC)cc3)oc2c1	-3	96	11	100	91	103	6	-2
COc1ccc2[nH]c3c(c2c1)CCN1C(=O)N([C@@H](C)C(=O)NCc2ccc(F)cc2)C(=O)[C@]31C	1	132	6	104	98	98	-6	2
O=C(CCc1ccccc1)Nc1nncs1	-6	108	7	100	113	94	0	6
CC1(C)Cc2c(sc(NC(=O)c3ccc(C(=O)c4ccccc4)cc3)c2C(N)=O)C(C)(C)N1	-2	109	-10	110	120	102	11	-1
O=C(N/N=C/c1c[nH]c2ccccc12)c1ccc(Cl)cc1	-9	114	23	94	88	93	-8	10
NS(=O)(=O)c1ccc(CCNC(=O)CSCC(=O)Nc2ccc(Cl)cc2)cc1	1	119	8	104	100	96	x	5
Cc1ccc(-c2c(NC(=O)c3ccco3)oc3ccccc3c2=O)cc1	-3	92	2	99	94	101	-4	13
Oc1ccc(Nc2nc(N3CCCC3)c3ccccc3n2)cc1	-3	95	5	99	95	98	12	5
Cc1[nH]nc2nc(SCC(=O)NCCC3=CCCCC3)n(-c3ccc(Br)cc3)c(=N)c12	6	93	-5	112	91	102	-14	10
Cc1ccc(NC(=O)CSc2nnc(C3COc4ccccc4O3)o2)c(Cl)c1 (centres undefined)	4	95	5	103	102	112	1	1
O=c1cc(CO)oc(CN2CCCC2)c1O	-5	100	2	105	103	98	x	0
COc1ccc(CN2CCC(N3CC(C)OC(C)C3)CC2)c(OC)c1OC (centres undefined)	-5	96	-5	107	90	99	-4	-2
COc1ccc(CN(Cc2cc3cc(OC)c(OC)cc3[nH]c2=O)C(=O)NC2CCCCC2)cc1	0	103	8	106	97	103	-2	0
NC(=O)C1(N2CCCCC2)CCN(Cc2nc(-c3cccs3)no2)CC1	1	98	6	94	101	97	5	1
O=C(NCc1cccs1)C1CCCN1C(=O)NC1CCCCC1 (centres undefined)	0	106	6	105	109	101	2	-2
Cc1ccccc1C1CC(c2cccs2)Nc2nnnn21 (centres undefined)	-2	94	-2	105	105	99	9	-2
(cont.)
SMILES	procasp3 activ	CR mimetic SO	proCasp7 act	MEP2-GFP yeast	LAP4 TOR yeast	RPL19A TOR yeast	GASC-1 inh	AHR activator
Cc1occc1C(=O)NCc1nc(-c2ccccc2)no1	5	97	1	98	92	97	9	-2
COc1ccc(C2CC(Cn3cc(C#N)c(=O)n(C)c3=O)ON2C)cc1 (centres undefined)	-1	92	9	90	101	92	5	8
CCc1cccc(CC)c1N(COC)C(=O)Cn1ccccc1=N	1	106	-5	102	98	101	11	2
NC(=O)COc1ccc2oc(=O)cc(-c3cc4ccccc4o3)c2c1	1	88	2	97	105	96	4	14
Cc1ccc2nc(CSc3nnc(-c4ccncc4)n3C)cc(=O)n2c1	4	109	0	98	100	94	-6	2
C=CCOc1ccc(C2NC(=O)NC(C)=C2C(=O)OC)cc1 (centres undefined)	-4	106	-6	102	88	100	-6	0
COc1ccc(NC(=O)CSCc2ccc(C)cc2)cc1	1	89	6	99	93	108	5	-1
CC(C)OC(=O)C1=C2SCC(=O)N2C(N)=C(C#N)C1	-6	95	-11	105	91	108	-2	0
Cc1ccc(Oc2cc(C)nc(-c3ccccc3O)n2)cc1	-5	89	4	100	99	92	4	4
CC(C)CCOc1cccc(OCC(=O)NC2CCS(=O)(=O)C2)c1 (centres undefined)	-2	100	0	97	98	96	4	6
COCCCn1c(=O)/c(=C\c2ccccc2OC(F)F)s/c1=C(/C#N)C(=O)N1CCOCC1	2	88	9	100	99	100	47	1
O=C(CN(Cc1ccccc1Cl)C(=O)c1csnn1)NCc1ccc2c(c1)OCO2	2	112	-10	101	96	102	2	3
O=C(N/N=C1/CC2C=CCC12)c1ccc(Br)o1 (centres undefined)	4	75	-12	100	91	101	-12	13
CC(C)(O)C#Cc1ccc(C(=O)N2CCCC(CCC(=O)NCc3ccccc3F)C2)cc1 (centres undefined)	-4	97	2	92	96	94	1	1
Cc1ccc(C(=O)NCC(=O)OCC(=O)NC2CCCC(C)C2C)s1 (centres undefined)	4	97	-3	129	102	94	-6	1
O=C(COC(=O)c1cccc(Br)c1)NCCC1=CCCCC1	2	97	-1	100	108	98	4	0
COc1ccccc1Nc1ccncc1[N+](=O)[O-]	4	121	3	108	102	105	2	1
C(=N\Nc1nc(-c2ccccc2)cs1)/c1ccncc1	-4	92	-19	100	109	95	11	60*
CCn1cc(C(=O)NCc2ccc(Cl)cc2)c(=O)c2cc(S(=O)(=O)N3CCOCC3)ccc21	-6	105	0	111	107	102	-2	1
O=C1C2CC=CCC2C(=O)N1Cc1nnc(-c2ccc(Cl)cc2)o1 (centres undefined)	8	98	1	107	100	106	4	0
Cc1ccc2nc(C)c(C(=O)N/N=C/c3cccc([N+](=O)[O-])c3)cc2c1	4	113	-4	107	92	100	-2	5
COc1cc2cc(C(C)(C)O)oc(=O)c2cc1OC	2	90	10	90	100	97	21	0
O=C(CCSCc1ccc(Cl)cc1)NCCC1=CCCCC1	2	114	0	104	92	110	-2	-2
Cc1ccccc1Cn1cnc2ccccc2c1=O	-3	100	8	103	95	104	3	-1
O=C(CC1C(=O)NCCN1Cc1ccccn1)NCCc1ccccc1F (centres undefined)	-5	88	-3	107	96	105	-3	22

Arranged by count of non-hydrogen atoms (highest first): some entries from above
SMILES	procasp3 activ	CR mimetic SO	proCasp7 act	MEP2-GFP yeast	LAP4 TOR yeast	RPL19A TOR yeast	GASC-1 inh	AHR activator
CC(C)(O)C#Cc1ccc(C(=O)N2CCCC(CCC(=O)NCc3ccccc3F)C2)cc1 (centres undefined)	-4	97	2	92	96	94	1	1
O=C(CN(Cc1ccccc1Cl)C(=O)c1csnn1)NCc1ccc2c(c1)OCO2	2	112	-10	101	96	102	2	3
O=C(CC1C(=O)NCCN1Cc1ccccn1)NCCc1ccccc1F (centres undefined)	-5	88	-3	107	96	105	-3	22
Cc1ccc2nc(CSc3nnc(-c4ccncc4)n3C)cc(=O)n2c1	4	109	0	98	100	94	-6	2
NC(=O)COc1ccc2oc(=O)cc(-c3cc4ccccc4o3)c2c1	1	88	2	97	105	96	4	14
CCc1cccc(CC)c1N(COC)C(=O)Cn1ccccc1=N	1	106	-5	102	98	101	11	2
Cc1ccc(Oc2cc(C)nc(-c3ccccc3O)n2)cc1	-5	89	4	100	99	92	4	4
COc1ccc(NC(=O)CSCc2ccc(C)cc2)cc1	1	89	6	99	93	108	5	-1
C(=N\Nc1nc(-c2ccccc2)cs1)/c1ccncc1	-4	92	-19	100	109	95	11	60*
Cc1ccccc1Cn1cnc2ccccc2c1=O	-3	100	8	103	95	104	3	-1
COc1ccccc1Nc1ccncc1[N+](=O)[O-]	4	121	3	108	102	105	2	1
O=C(N/N=C1/CC2C=CCC12)c1ccc(Br)o1 (centres undefined)	4	75	-12	100	91	101	-12	13

Remaining list, next part.
SMILES	procasp3 activ	CR mimetic SO	proCasp7 act	MEP2-GFP yeast	LAP4 TOR yeast	RPL19A TOR yeast	GASC-1 inh	AHR activator
O=C(/C=C/c1ccccc1)NC(=S)Nc1cccnc1	7	100	-8	105	108	95	-10	15
Cc1cccc(NC(=S)NC(NC(=O)OCc2ccccc2)C(Cl)(Cl)Cl)c1 (centres undefined)	-1	73	7	110	105	106	-2	6
CCc1ccc(C2=NN(C(=O)OC)C(O)(C(F)(F)F)C2)cc1 (centres undefined)	2	100	4	99	106	99	-10	0
COc1ccc(-c2cc(=O)oc3cc(OCC(=O)NCC(O)c4ccccc4)ccc23)cc1 (centres undefined)	3	90	5	98	96	90	-3	3
CCC(=O)Nc1nnc(-c2ccco2)o1	2	111	-6	94	115	101	-6	3
CCCC1=NN2C(=N)/C(=C\c3ccc(SCc4ccco4)o3)C(=O)N=C2S1	5	109	-10	113	126	106	-41	16
CCN(CC)S(=O)(=O)c1cccc(-c2nnc(SCCCC(=O)c3ccc(F)cc3)o2)c1	-2	104	6	104	100	100	23&5	2
Cc1ccc2[nH]c(O)c(N=NC(=O)c3ccc(NS(=O)(=O)c4cccs4)cc3)c2c1	-6	82	1	98	107	98	-13	18
CCOc1ccc(N2C(=O)CC(n3ccc(C)n3)C2=O)cc1 (centres undefined)	-6	106	4	99	106	96	-3	-2
CCOC(=O)CCC(NC(=O)CCC(=O)NC(CCC(=O)OCC)C(=O)OCC)C(=O)OCC (centres undefined)	0	108	8	100	95	99	-9	-1
CCc1ccc(C(=O)OCC(=O)NC2CCCC2)cc1	3	96	2	102	95	104	-4	1
CC1CCCCC1NC(=O)c1ccc(NS(=O)(=O)c2ccc3[nH]c(=O)[nH]c3c2)cc1 (centres undefined)	0	94	10	103	113	99	-1	2
CN(C)CCn1c2c(c(SCC(=O)Nc3cccc4ccccc34)nc1=O)CCC2	-2	113	9	94	111	99	3	1
CC(=O)Nc1ccc(SCC(=O)Nc2cc(C)on2)cc1	-3	90	0	102	107	106	28	-3

Some of these compounds in order of the GASC-1 inh value, lowest first:
Compound,GASC-1 inh
O=C(/C=C/c1ccccc1)NC(=S)Nc1cccnc1,-10
CCOC(=O)CCC(NC(=O)CCC(=O)NC(CCC(=O)OCC)C(=O)OCC)C(=O)OCC (centres undefined),-9
CCC(=O)Nc1nnc(-c2ccco2)o1,-6
